Screening data (PubChem BioAssay)
A-T KAP1 phos = potential ataxia-telangiectasia treatment; […] A-T fibroblasts, KAP-1 phosphorylation AlphaLISA; neocarzinostatin DNA damage 30 min before lysis; Potency, µM (highest dose often 57.5 µM), without a hit: at the top dose activation, hits mostly activators; actives 0.19% (n = 320,000); AID 485349; further: potency means the concentration at half of the fitted maximal effect; % of control where 0% means no effect; nearly all actives have a fitted effect of over 45% in size
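ATM-like activity read as KAP-1 phosphorylation via AlphaLISA donor/acceptor antibody pairs after lysis and 6 hr at 25C. Cells were ATM-null patient fibroblasts ([…], hTERT), dosed 60 min, then exposed to the DSB inducer NCS for 30 min.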
PTAP TSG101 blk = blocks PTAP/TSG101 interaction to inhibit HIV-1 budding; Q99816; Fluorescence polarization, FITC-PTAP peptide / Tsg101 binding; Potency, µM (series often up to 115 µM), inactives show at the top dose activity change, negative = inhibition, actives largely listed as inhibitors; 340,000 tested, under 10 active; active means well fitted inhibition curve with a large enough effect in the main read-out, with a control signal flat, not every such curve was filed as active; inconclusive means small, poorly fitted or top-dose-only effect, or effect the other way, or a change in a side signal; inactive means no such curve, though single readings can be large or run the other way; further: potency means the concentration at half of the fitted maximal effect; % of control where 0% means no effect
Target sequence (Q99816 whole entry, looked up): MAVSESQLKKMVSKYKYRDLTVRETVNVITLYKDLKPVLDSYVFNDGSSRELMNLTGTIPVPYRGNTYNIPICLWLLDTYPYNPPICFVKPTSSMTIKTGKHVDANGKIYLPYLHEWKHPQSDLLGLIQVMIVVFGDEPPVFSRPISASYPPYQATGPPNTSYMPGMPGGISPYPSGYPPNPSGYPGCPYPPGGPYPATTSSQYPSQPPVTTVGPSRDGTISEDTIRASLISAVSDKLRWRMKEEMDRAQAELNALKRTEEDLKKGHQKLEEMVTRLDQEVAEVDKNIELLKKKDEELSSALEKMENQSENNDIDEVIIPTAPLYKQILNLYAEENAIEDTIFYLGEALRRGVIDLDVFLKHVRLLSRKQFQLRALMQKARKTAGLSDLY
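Fluorescence polarization binding of Tsg101 binding domain (10 uM final) to FITC-labeled PTAP peptide (50 nM final) in HEPES pH 7.5 buffer with NaCl, Tween 20, EDTA, TCEP. Compounds added before peptide; binding 20 min at RT.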
MBNL1-CUG inh = inhibitors of human MBNL1 binding to CUG repeat RNA; TR-FRET MBNL1-His/biotin-(CUG)12 binding, 665/545 ratio; Potency, µM (top dose mostly 57.5 µM), for the others: top-dose activity change, negative = inhibition, hits mostly inhibitors; Q9NR56; actives 0.036% (n = 280,000); AID 2675; active means well fitted inhibition curve with a large enough effect in the signal ratio, with a control signal flat, not every such curve was filed as active; inconclusive means small, poorly fitted or top-dose-only effect, or effect the other way, or a change in a side signal; inactive means no such curve, though single readings can be large or run the other way; the % refers to the signal ratio; further: potency means the concentration at half of the fitted maximal effect; on the % scale 0 is the no-effect control and ±100 the full control effect
Target sequence (Q9NR56 whole entry, looked up): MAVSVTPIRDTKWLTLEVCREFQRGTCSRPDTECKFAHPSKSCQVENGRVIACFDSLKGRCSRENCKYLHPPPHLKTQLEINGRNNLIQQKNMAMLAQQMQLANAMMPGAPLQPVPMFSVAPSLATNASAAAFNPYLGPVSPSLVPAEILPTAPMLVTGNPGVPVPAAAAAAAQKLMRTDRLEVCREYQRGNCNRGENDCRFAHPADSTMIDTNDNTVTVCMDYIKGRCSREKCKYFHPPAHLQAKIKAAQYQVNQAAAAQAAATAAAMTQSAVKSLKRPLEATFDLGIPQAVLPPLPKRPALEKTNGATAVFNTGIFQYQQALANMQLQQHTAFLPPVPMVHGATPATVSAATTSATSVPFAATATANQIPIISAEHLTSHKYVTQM
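His-tagged MBNL1 binding to biotinylated (CUG)12 RNA was measured by TR-FRET using terbium anti-His antibody (0.055 ng/ul final) and streptavidin-XL665 (5 nM final). Compounds were titrated 92 nM to 58 uM; 60 min at room temperature.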
Menin-MLL TR inh = menin-MLL binding inhibition, Texas Red mutant peptide | O00255 | Menin + Texas Red MLL mutant peptide, fluorescence polarization | Potency, µM (highest dose often 61.6 µM), inactives show at the top dose FP activity change, negative = inhibition, most hits filed as inhibitors | actives 0.23% (n = 270,000) | AID 1768; active means well fitted inhibition curve with a large enough effect in the polarisation, with a control signal flat, not every such curve was filed as active; inconclusive means small, poorly fitted or top-dose-only effect, or effect the other way, or a change in a side signal; inactive means no such curve, though single readings can be large or run the other way; the % refers to the polarisation; further: potency means the concentration at half of the fitted maximal effect; % of control where 0% means no effect; many of its hits are not listed in these tables
TCR activator = activators of T cell receptors. primary human leukocytes, anti-CD3, IL-2 HTRF, 48 h. 330,000 tested, under 10 active. Potency, µM (highest dose often 9.22 µM), for the others: at the highest dose activation of IL-2 secretion, usual class: activators; further: % of control where 0% means no effect
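TCR engagement came from a-CD3 beads alone, with compounds added to primary human leukocytes for 48 hr. Secreted IL-2 bridged europium cryptate- and d2-labelled anti-IL-2 antibodies, giving FRET emission at 665nm after 320nm excitation.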
a7 integrin act = integrin-mediated muscular dystrophy alleviation activation | alpha7betagal myoblasts, beta-gal FDG fluorescence, 48 h | Potency, µM (doses to about 38.3 µM), for the others: top-dose activation, most hits filed as activators | actives 0.064% (n = 350,000);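 further: potency means the concentration at half of the fitted maximal effect; 100% = response of the positive control SU9516; nearly all actives have a fitted effect of over 60% in size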
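Alpha7betagal+/- myoblasts (passage 13) were plated 16-24 hr, then exposed to compounds (1:260 dilution of DMSO stock) for 48 hours at 37C. After MPER lysis, β-galactosidase reporter activity was read as FDG fluorescence (ex 480/em 540) after 30 minutes.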
CXXC DNA block = inhibitors of human MLL CXXC domain-DNA interaction. Potency, µM (doses to about 115 µM), without a hit: at the highest dose activity change, negative = inhibition, actives largely listed as inhibitors. Q03164. actives 0.037% (n = 290,000). MLL-CXXC / FITC-HOXA9 DNA fluorescence polarization; active means well fitted inhibition curve with a large enough effect in the polarisation, with a control signal flat, not every such curve was filed as active; inconclusive means small, poorly fitted or top-dose-only effect, or effect the other way, or a change in a side signal; inactive means no such curve, though single readings can be large or run the other way; the % refers to the polarisation; further: potency means the concentration at half of the fitted maximal effect
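Steps: dispense CXXC domain solution (7 uM) → pin compounds or unlabeled HOX-A9 DNA control → 5 min ambient → add FLSN-HOX-A9 solution (50 nM) → spin → 30 min ambient → fluorescence polarization. Tris pH 7.5/NaCl/DTT/BSA buffer.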
Mito fusion act = mitochondrial division inhibition or fusion activation; S. cerevisiae fusion-defective mutant growth rescue, CellTiterGlo 48 h; AID 485298; actives 0.23% (n = 320,000); Potency, µM (titrated, usually from 46.1 µM), for inactives: at the highest dose growth rescue (activation), usual class: activators;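 further: potency means the concentration at half of the fitted maximal effect; % of control where 0% means no effect; nearly all actives have a fitted effect of over 45% in size; temperature-sensitive fusion mutants such as fzo1-1 at 37 °C on non-fermentable ethanol glycerol medium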
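Luminescent cell viability in 1536-well qHTS format served as the measure of rescued growth in ts fusion-mutant S. cerevisiae cultured on non-fermentable YPEG for 48 hours at 37C.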
ASM inhibitor = blocks human secretory acid sphingomyelinase | P17405 | AID 504937 | Potency, µM (series often up to 57.5 µM), without a hit: top-dose activity change, negative = inhibition, usual class: inhibitors | placental ASM, HMU-PC fluorogenic substrate, 60 min | actives 0.006% (n = 340,000); further: potency means the concentration at half of the fitted maximal effect
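HMU-PC0 cleavage (9 uM final) by human placental ASM, 60 min at 37 °C following 10 min compound exposure at RT; stopped at pH 10, fluorescence Ex 386/Em 447 nm.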
TSHR antag = human thyrotropin receptor antagonism; actives 0.2% (n = 330,000); TSHR-expressing cells, TSH-stimulated cAMP HTRF, 2 h; hits give low values; AID 504810; P16473; activity change, negative = inhibition, % at 11.5 µM;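 active means activity change below a set negative limit, meaning inhibition stronger than a set level, cut at about -70% in these data; inconclusive means activity change between two set negative limits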; further: on the % scale 0 is the no-effect control and ±100 the full control effect
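TSHR-expressing cells were treated with compounds, then stimulated with TSH at EC80 (4nM final) for 2 hours at 37 deg C. Cellular cAMP was measured by HTRF competition between lysate cAMP and cAMP-d2 for a cryptate-labelled anti-cAMP antibody.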
Active calls of the source: *; ? = inconclusive; nt = no result given; [ ] = remark or other dose. Unless noted, the call rests on the fitted dose curve; in most records, active means well fitted curve in the direction sought with a large enough effect; inconclusive means small, poorly fitted or top-dose-only effect, or another doubt; inactive means no such curve, though single readings can be large; an effect the other way counts as inactive or inconclusive.

Second line of a record – A-T KAP1 phos	PTAP TSG101 blk	MBNL1-CUG inh	Menin-MLL TR inh	TCR activator	a7 integrin act	CXXC DNA block	Mito fusion act	ASM inhibitor	TSHR antag
1	NS(=O)(=O)c1ccc(NC(=O)COC(=O)COc2cccc(C(F)(F)F)c2)cc1
→ -1%	-5%	nt	nt	-9%	19%	8%	-2%	-1%	-9
2	O=C(COc1ccccc1Cl)Nc1ccc2oc(=O)ccc2c1
→ -4%	0%	4%	-23%	9%	6%	1%	-5%	4%	7
3	Cc1ccc(S(=O)(=O)CC(C)N2CCN(C3CCCCC3)CC2)cc1 (stereo not drawn)
→ nt	-9%	-5%	-14%	-1%[46.1 µM]	9%	9%	-1%	3%	12
4	C/C(=N\NC(=O)CSc1nc2ccccc2c(=O)n1-c1ccccc1C)c1cccs1
→ -6%	0%	-3%	-12%	-17%[46.1 µM]	-14%	4%	-1%	-1%	2
5	COC(=O)N1C(=O)[C@](c2ccccc2)(C(C)C)N1C(=O)OC
→ 9%	-6%	1%	8%	-11%	-14%	-9%	1%	3%	20
6	CCCCN(CCCC)S(=O)(=O)c1ccc(OC)c2ncccc12
→ 5%	-8%	0%	?	-5%	-4%	1%	8%	-7%	-2
7	CCOC(=O)N1CCN(c2nc3ccccc3nc2C(C#N)C(=O)NCCc2ccccc2)CC1 (stereo not drawn)
→ -2%	-12%	-5%	-25%	2%	-2%	-24%	5%	-7%	-2
8	COc1ccc(NC(=S)N(CCCN2CCC(C)CC2)Cc2cccs2)cc1
→ 6%	-12%	-29%	-3%	4%	4%	10%	25%	1%	24
9	Cc1cc(NC(=O)CSc2ncnc3ccccc23)no1
→ 25%	-6%	-10%	0%	-3%	12%	-9%	1%	-1%	10
10	Cc1ccccc1Cn1cc(NC(=O)c2noc(C(C)C)c2[N+](=O)[O-])cn1
→ -11%	1%	8%	nt	9%	-19%	2%	0%	4%	1
11	CC(C)CC(=O)OCC(=O)Nc1ccccc1Sc1ccccc1
→ 1%	-5%	nt	-5%	0%[46.1 µM]	40%	-4%	25%	-1%	-3
12	COc1ccc(OC)c(S(=O)(=O)Nc2cc(Cl)cc(Cl)c2)c1
→ 2%	3%	-2%	28%	-2%[46.1 µM]	3%	-9%	-1%	-17%	7
13	COc1cc(N2C(=O)CSC2=S)cc(OC)c1OC
→ 0%	-1%	-3%	57%[activator]	2%	-21%	7%	1%	-2%	-4
14	CCCNC(=O)c1ccc(CN2CCOCC2)cc1
→ 0%	-6%	-9%	24%	4%	8%	-6%	0%	2%	12
15	CN(Cc1ccccc1F)C(=O)c1ccc2c(=O)n3c(nc2c1)CCC3
→ -1%	-4%	nt	nt	6%	-17%	nt	-8%	7%	3

[16] O=C(O)CCCC(=O)Nc1ccc(N=Nc2ccccc2)cc1
[17] Nc1nonc1N1CCCCC1
[18] CCOc1ccc(N=CNc2ccc(OCC)cc2)cc1
[19] COc1cccc(NS(=O)(=O)c2cc(C)sc2C)c1
[20] Cc1cccc(C)c1NC(=O)c1nc(S(=O)(=O)Cc2ccccc2)ncc1Cl
[21] O=[N+]([O-])c1ccccc1/C=N/n1c(C(F)(F)F)n[nH]c1=S
assay / compound,16,17,18,19,20,21
A-T KAP1 phos,-6%,12%,6%,6%,-9%,-4%
PTAP TSG101 blk,-6%,-2%,-4%,2%,3%,-4%
MBNL1-CUG inh,?,3%,-6%,-7%,-2%,?
Menin-MLL TR inh,34%[activator],26%,-25%,0%,nt,3%
TCR activator,-6%,-5%,-5%,-2%[46.1 µM],5%,0%
a7 integrin act,8%,1%,7%,34%,-74%[inhibitor],13%
CXXC DNA block,3%,-9%,?,4%,-5%,-5%
Mito fusion act,10%,-2%,1%,0%,-69%[inhibitor],9%
ASM inhibitor,-4%,2%,1%,-2%,0%,-5%
TSHR antag,-1,28,19,-7,?,-11

A draw from above in order of length of the SMILES, high to low.
[21] O=[N+]([O-])c1ccccc1/C=N/n1c(C(F)(F)F)n[nH]c1=S
[16] O=C(O)CCCC(=O)Nc1ccc(N=Nc2ccccc2)cc1
[19] COc1cccc(NS(=O)(=O)c2cc(C)sc2C)c1
[17] Nc1nonc1N1CCCCC1
assay / compound,21,16,19,17
A-T KAP1 phos,-4%,-6%,6%,12%
PTAP TSG101 blk,-4%,-6%,2%,-2%
MBNL1-CUG inh,?,?,-7%,3%
Menin-MLL TR inh,3%,34%[activator],0%,26%
TCR activator,0%,-6%,-2%[46.1 µM],-5%
a7 integrin act,13%,8%,34%,1%
CXXC DNA block,-5%,3%,4%,-9%
Mito fusion act,9%,10%,0%,-2%
ASM inhibitor,-5%,-4%,-2%,2%
TSHR antag,-11,-1,-7,28

Grouped by structure, those above with a Cl atom (3)
[2] O=C(COc1ccccc1Cl)Nc1ccc2oc(=O)ccc2c1
[12] COc1ccc(OC)c(S(=O)(=O)Nc2cc(Cl)cc(Cl)c2)c1
[20] Cc1cccc(C)c1NC(=O)c1nc(S(=O)(=O)Cc2ccccc2)ncc1Cl
assay / compound,2,12,20
A-T KAP1 phos,-4%,2%,-9%
PTAP TSG101 blk,0%,3%,3%
MBNL1-CUG inh,4%,-2%,-2%
Menin-MLL TR inh,-23%,28%,nt
TCR activator,9%,-2%[46.1 µM],5%
a7 integrin act,6%,3%,-74%[inhibitor]
CXXC DNA block,1%,-9%,-5%
Mito fusion act,-5%,-1%,-69%[inhibitor]
ASM inhibitor,4%,-17%,0%
TSHR antag,7,7,?

Not all compounds are listed. The share of hits here may be higher or lower than overall.
